Compound activity (PubChem BioAssay)
STEP block – inhibitors of human striatal-enriched phosphatase STEP; recombinant STEP, OMFP fluorogenic substrate, fluorescence; 0.25% of 360,000 active; inhibition, % at 20 µM;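 active = inhibition at 20 µM, scaled per plate between control wells, above about 37%, limit read from the data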;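 note: 0% = DMSO with enzyme and substrate and 100% = substrate only without enzyme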
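Material: STEP (striatal-enriched tyrosine phosphatase) enzyme, cell-free | Medium: 50 mM Bis-Tris pH 6.0 with 2.5 mM DTT and 0.005% Tween 20 | Read-out: Percent inhibition scaled to no-enzyme and uninhibited-enzyme controls, plate-pattern corrected | Signal: Fluorescence read at 480 nm ex / 540 nm em | Times: 20 min reaction, room temperature, in the dark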
MsrA inhibitor – inhibitors of bovine MsrA. purified bovine MsrA, absorbance read-out. inhibition, % at 15.5 µM. 0.75% of 360,000 active; in the data active = inhibition above about 4.5%;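 note: 0% = vehicle wells with enzyme and 100% = reference inhibitor wells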
LMPTP block – LMPTP (human) inhibition; recombinant LMPTP-A, OMFP fluorogenic substrate, fluorescence intensity; inhibition, % at 20 µM; 0.22% of 360,000 active;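 active = compounds that cut the enzyme signal by at least half of the control window in the single-dose screen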;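 note: plate controls were DMSO wells with enzyme plus substrate for no effect and substrate without enzyme for full effect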
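Test system – LMPTP-A phosphatase enzyme · Quantity – 0.625 nM LMPTP-A final · Reagent – OMFP substrate, 400 µM final · Dosing – one test concentration per compound, 20 µM, with 3% DMSO overall · Timing – 50 min enzyme reaction at room temperature, protected from light · Detection – fluorescence intensity · Controls – substrate-only low control, DMSO enzyme-plus-substrate high control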
SUMO1-SIM PPI – alters human SUMO1 binding to SIM partners; P63165; SUMO1 binding to a labelled peptide, TR-FRET, 1 h; inhibition, % at 20 µM; 0.33% of 360,000 active; AID 602429; in the data active = inhibition above about 37%
Target sequence (P63165 whole entry, looked up): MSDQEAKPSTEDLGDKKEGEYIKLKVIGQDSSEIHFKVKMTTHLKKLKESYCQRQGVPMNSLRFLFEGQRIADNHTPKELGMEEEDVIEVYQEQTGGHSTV
Tb MetRS inh – Trypanosoma brucei MetRS inhibition; inhibition, % at 11.9 µM; purified T. brucei MetRS, ATP depletion, Kinase-Glo luminescence; 0.4% of 360,000 active;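 active = inhibition above a per-plate cutoff of the control wells' mean inhibition plus 3 SD, cut at about 5.5% in these data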;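 note: 0% = DMSO wells median and 100% = median of wells with control inhibitor compound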
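assay system = parasite MetRS enzyme | timing = 15 min preincubation, 2 h reaction, all 25 °C | evaluation = percent inhibition relative to median high and low control wells | medium = HEPES buffer containing pyrophosphatase, BSA, spermine, DTT | compound = single dose, 11.9 µM final nominal, 0.9% final DMSO | detection = Kinase-Glo luminescence, ATP depletion format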
CendR NRP1 mod – NRP-1/CendR interaction modulation. 0.85% of 360,000 active. inhibition, % at 25 µM. FAM-RPARPAR peptide binding to NRP-1, fluorescence polarization. AID 602438;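 active = inhibition or corrected inhibition above about 18%, plus a signal ratio from 0.5 to 1.5, limit read from the data, passing the limit was not always enough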; note: strong numbers were not always called active
DNMT1 inh – inhibitors of human DNMT1; P26358; DNMT1 molecular beacon, Hinp1I cleavage, fluorescence; inhibition (reported as % activation of signal), % at 10 µM; 0.83% of 360,000 active; AID 588458; in the data active = inhibition above about 50%
MsrA act – bovine methionine sulfoxide reductase A activation. purified bovine MsrA, absorbance read-out. activation, % at 10.6 µM. 0.3% of 360,000 active. AID 602163; in the data active = activation above about 7.5%;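 note: 0% = vehicle and 100% = reference activator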
Scp1 inh – inhibitors of human Scp-1 phosphatase; inhibition, % at 20 µM; 0.88% of 340,000 active; Q9GZU7; Recombinant Scp1, phosphopeptide, malachite green phosphate absorbance;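 active = inhibition above about 50% at 20 µM, limit read from the data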;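 note: plate controls were DMSO wells with enzyme for no effect and wells lacking enzyme for full effect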
Target sequence (Q9GZU7 76-261 limits assumed): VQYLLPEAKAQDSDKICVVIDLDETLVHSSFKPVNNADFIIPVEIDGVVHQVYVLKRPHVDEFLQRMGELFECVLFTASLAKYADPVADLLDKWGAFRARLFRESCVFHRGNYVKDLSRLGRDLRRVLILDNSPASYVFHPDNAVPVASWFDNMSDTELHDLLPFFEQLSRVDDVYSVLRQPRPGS
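Test system – truncated SCP-1 phosphatase (76-261aa) · Reagent – Phosphorylated 17-residue peptide substrate · Incubation – 45 min room-temperature reaction, 5 min colour, 30 min stabiliser · Detection – colorimetric phosphate reagent with accelerator and stabiliser, absorbance at 630 nm · Measure – % inhibition at 20 µM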
eLon inh – inhibitors of E. coli Lon protease | P0A9M0 | purified E. coli Lon protease, fluorescence polarization | inhibition, % at 7.94 µM | 0.42% of 360,000 active; in the data active = inhibition above about 13%, passing the limit was not always enough;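 note: 0% = enzyme with probe and DMSO and 100% = no enzyme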
Target sequence (P0A9M0 whole entry, looked up): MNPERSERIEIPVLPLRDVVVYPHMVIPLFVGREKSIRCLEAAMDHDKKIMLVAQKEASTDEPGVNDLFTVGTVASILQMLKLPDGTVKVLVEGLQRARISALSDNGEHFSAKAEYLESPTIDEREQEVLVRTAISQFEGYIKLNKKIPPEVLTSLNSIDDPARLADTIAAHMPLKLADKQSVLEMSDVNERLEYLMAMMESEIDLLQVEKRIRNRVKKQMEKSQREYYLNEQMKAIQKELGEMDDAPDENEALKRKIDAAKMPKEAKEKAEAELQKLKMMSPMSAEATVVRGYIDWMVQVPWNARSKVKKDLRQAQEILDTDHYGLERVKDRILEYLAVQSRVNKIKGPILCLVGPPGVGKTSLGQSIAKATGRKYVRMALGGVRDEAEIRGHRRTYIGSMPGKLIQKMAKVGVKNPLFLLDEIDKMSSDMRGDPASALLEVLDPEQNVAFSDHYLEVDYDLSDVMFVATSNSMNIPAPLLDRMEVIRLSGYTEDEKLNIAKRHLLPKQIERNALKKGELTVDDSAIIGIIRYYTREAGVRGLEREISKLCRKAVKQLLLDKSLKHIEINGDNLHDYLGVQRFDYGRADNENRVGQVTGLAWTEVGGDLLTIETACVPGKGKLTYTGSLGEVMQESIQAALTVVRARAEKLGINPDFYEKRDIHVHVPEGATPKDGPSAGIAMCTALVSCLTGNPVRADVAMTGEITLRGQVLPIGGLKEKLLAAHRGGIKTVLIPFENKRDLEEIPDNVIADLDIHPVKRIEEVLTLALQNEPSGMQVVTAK
* = called active by the depositor; / = no result given.

SMILES	STEP block	MsrA inhibitor	LMPTP block	SUMO1-SIM PPI	Tb MetRS inh	CendR NRP1 mod	DNMT1 inh	MsrA act	Scp1 inh	eLon inh
CCc1nc2ccc(C(=O)N(C)CC(=O)Nc3cccc(F)c3)cc2nc1CC	-1	2.3	0.2	10	-0.2	21	-5	-3	7	-2
COc1ccc(/C(N)=N/OC(=O)c2ccc3ccccc3c2)cc1OC	1	0.2	-0.8	-13	-0.2	0	3	-1	/	-3
Cc1ccc2nc3[nH]c(=O)[nH]c(=O)c3c(N)c2c1	33	0.1	5.0	-9	0.2	2	6	-2	-10	-2
Nn1c(SCc2c(F)cccc2F)nnc1-c1ccccn1	-3	0.7	-0.8	6	-0.3	7	4	-2	0	-8
O=C(O)CSCC(=O)N(Cc1ccccc1)c1nc(-c2ccccc2)c(-c2ccccc2)s1	-1	-0.3	3.4	20	0.7	-10	19	-4	-2	0
O=C(COC(=O)c1ccc(F)c(S(=O)(=O)N2CCOCC2)c1)NCc1ccc2c(c1)OCO2	0	1.3	0.0	-2	0.3	-8	2	-1	2	-14
Cc1ccc(CNC(=O)CSc2c3c(nc4cc(Cl)ccc24)CCCC3)o1	2	0.9	3.2	6	-0.1	-21	-2	-2	-1	-8
CC1(C(=O)O)COC(c2ccc([N+](=O)[O-])cc2)OC1 (stereo not drawn)	-3	-1.4	-0.8	-20	-1.2	2	0	-14	0	-2
CCN(CC)CCNCc1cc(Br)ccc1OCC(=O)NCc1ccccc1	-4	0.6	-0.8	-2	-0.9	10	2	-7	-1	7
COc1cc2c(cc1O)CC[C@@H]1[C@@H]2CC[C@]2(C)[C@@H](O)CC[C@@H]12	-3	/	-1.0	1	-0.5	-2	4	-3	-11	-4
CCc1ccc(NC(=O)Cn2nc(C)c([N+](=O)[O-])c2C)cc1	-3	-0.1	0.9	2	0.0	-2	0	-2	-10	-3
COc1cc(C(c2c(C)[nH][nH]c2=O)c2c(C)[nH][nH]c2=O)ccc1OCc1ccc([N+](=O)[O-])cc1	1	1.0	2.5	-19	-0.1	-14	-25	-3	-2	-4
Cc1ccc(CN=C2NC(=O)C(CC(=O)NCCc3ccccc3)S2)cc1 (stereo not drawn)	-2	/	-1.6	-1	-0.5	-4	1	-2	/	1
O=C(Nc1nc(-c2ccc(S(=O)(=O)N3CCCC3)cc2)cs1)C1COc2ccccc2O1 (stereo not drawn)	1	-0.4	1.4	-5	0.4	7	-6	-4	-13	-13
COc1c(N)c2ccccc2[nH]c1=O	-2	0.3	-0.7	0	-1.1	9	4	-2	-4	-4
CCN1CCN(C(=O)CN(CC)S(=O)(=O)c2ccc(Cl)cc2)CC1	2	0.9	-1.1	-4	-0.7	7	2	-1	0	-2
COc1ccc(C2=COc3ccccc3C(=O)N2)cc1	1	0.1	-1.9	1	1.7	2	1	-4	-11	1
CCN(CC)C(=O)CN(C)S(=O)(=O)c1cccc2nsnc12	1	1.1	-0.2	-23	0.3	12	-2	2	-1	-3
CN(C)CCCNc1nc2cc(-c3ccccc3)sc2c(=O)n1C	2	0.7	0.8	-28	-0.3	-7	-34	0	/	-3
Cc1ccc(S(=O)(=O)N(C)C)cc1NC(=O)Nc1ccccc1F	2	-0.3	0.9	1	0.4	-24	-1	-5	-7	6

Only DNMT1 inh, for two of the compounds above:
| Compound | DNMT1 inh |
| --- | --- |
| O=C(Nc1nc(-c2ccc(S(=O)(=O)N3CCCC3)cc2)cs1)C1COc2ccccc2O1 (stereo not drawn) | -6 |
| Cc1ccc(CNC(=O)CSc2c3c(nc4cc(Cl)ccc24)CCCC3)o1 | -2 |

Following part:
SMILES	STEP block	MsrA inhibitor	LMPTP block	SUMO1-SIM PPI	Tb MetRS inh	CendR NRP1 mod	DNMT1 inh	MsrA act	Scp1 inh	eLon inh
Cc1ccc(-c2ccc(=O)n(CC(=O)Nc3cccc(C(=O)N4CCN(C)CC4)c3)n2)cc1	0	0.9	-1.4	-8	0.4	-13	-2	0	2	0
O=C(COC(=O)c1c2ccccc2cc2ccccc12)Nc1ncc(C(F)(F)F)cc1Cl	3	0.3	2.7	14	-0.5	-17	-2	-3	-10	-1
Cc1ccc(NC(=O)CSCC(=O)N(C)Cc2ccc(Cl)c(Cl)c2)cc1	2	-0.6	-6.2	-6	0.1	-16	-5	-3	-10	-7
CN1C(=O)CC(c2ccccc2)C1=O (stereo not drawn)	-4	-1.2	-1.5	4	-1.6	7	-1	-7	-9	-3
CCN(CC(=O)Nc1ccc(C)c(F)c1)CC(=O)NC(C)C	-1	0.9	-0.9	-1	-1.5	2	0	-17	12	-5
CC(=O)NN1C(=O)/C(=C\c2ccc(O)cc2)SC1=S	6	1.6	1.3	-64	0.7	-200	-1	-2	-3	-151
C=CCN1c2ccccc2[C@]23C[C@@H](C(=O)OC)N(C(C)=O)C2=NC(C(=O)OC)=C(C(=O)OC)[C@H]13	-3	0.1	0.2	14	-0.2	-4	1	-1	-8	-12
O=C(NCCCN1CCOCC1)c1cc(-c2ccco2)nc2ccccc12	-2	1.3	5.3	-7	-0.4	9	27	1	-8	-8
O=C(O)COc1ccc(S(=O)(=O)N2CCCC2)cc1	2	-1.2	-0.8	4	-0.3	0	1	-4	1	-5
CCN(CC)CCN(Cc1cc2cc3c(cc2[nH]c1=O)OCCO3)C(=S)NC	1	1.0	-1.7	-4	-1.4	-6	0	-13	-2	0

Arranged by the number under eLon inh (falling): three from the list above.
SMILES	STEP block	MsrA inhibitor	LMPTP block	SUMO1-SIM PPI	Tb MetRS inh	CendR NRP1 mod	DNMT1 inh	MsrA act	Scp1 inh	eLon inh
COc1cc(C(c2c(C)[nH][nH]c2=O)c2c(C)[nH][nH]c2=O)ccc1OCc1ccc([N+](=O)[O-])cc1	1	1.0	2.5	-19	-0.1	-14	-25	-3	-2	-4
Cc1ccc(CNC(=O)CSc2c3c(nc4cc(Cl)ccc24)CCCC3)o1	2	0.9	3.2	6	-0.1	-21	-2	-2	-1	-8
CC(=O)NN1C(=O)/C(=C\c2ccc(O)cc2)SC1=S	6	1.6	1.3	-64	0.7	-200	-1	-2	-3	-151

A few values from above.
`Cc1ccc(CN=C2NC(=O)C(CC(=O)NCCc3ccccc3)S2)cc1` (stereo not drawn) in eLon inh is entered as 1
`CCN(CC)CCN(Cc1cc2cc3c(cc2[nH]c1=O)OCCO3)C(=S)NC` in MsrA inhibitor is entered as 1.0
`O=C(NCCCN1CCOCC1)c1cc(-c2ccco2)nc2ccccc12` in DNMT1 inh is entered as 27
`COc1ccc(C2=COc3ccccc3C(=O)N2)cc1` in eLon inh is entered as 1
`CN1C(=O)CC(c2ccccc2)C1=O` (stereo not drawn) in SUMO1-SIM PPI is entered as 4
`O=C(COC(=O)c1c2ccccc2cc2ccccc12)Nc1ncc(C(F)(F)F)cc1Cl` in MsrA act is entered as -3
`Cc1ccc(CNC(=O)CSc2c3c(nc4cc(Cl)ccc24)CCCC3)o1` in Scp1 inh is entered as -1

(more compounds)
SMILES	STEP block	MsrA inhibitor	LMPTP block	SUMO1-SIM PPI	Tb MetRS inh	CendR NRP1 mod	DNMT1 inh	MsrA act	Scp1 inh	eLon inh
COc1ccc(OCc2cccc(C(=O)Nc3cc(C)on3)c2)cc1	0	-0.2	-0.1	-3	-0.5	16	-7	-1	-4	9
COc1ccc(-c2csc(N(CC3CCCO3)C(=O)c3ccc(C)cc3)n2)cc1 (stereo not drawn)	-4	1.2	5.4	-7	-0.3	1	-1	-1	-8	14
Cc1nc(N/C(N)=N/S(=O)(=O)c2ccc([N+](=O)[O-])cc2)nc2ccccc12	-3	-1.0	-1.1	-19	0.0	-7	2	-9	-2	-3
C(=NN=C1c2ccccc2-c2ccccc21)c1ccc2c(c1)OCO2	-1	1.2	3.6	-4	0.0	7	-5	-6	-5	-19
CCOC(=O)c1c(NC(=O)Cn2c(C)nc3ccccc32)sc2c1CCC2	-4	0.5	3.4	3	0.2	-4	4	2	-2	-7
CCOC(=O)C(=O)NN=C(c1ccccc1)c1ccccc1	2	0.3	-0.4	-9	-0.3	-3	-1	-2	-13	1
COC1C/C(=N\O)C2OC(c3ccccc3)OCC2O1 (stereo not drawn)	-2	-0.5	0.3	-1	-0.7	1	13	-1	-7	6
COc1cc(NC(=O)c2cccs2)c(OC)cc1NC(=O)CCC(=O)Nc1ccc2ncccc2c1	0	1.5	3.4	6	-0.6	10	-2	-4	1	-7
CC(C(=O)NCCN1CCOCC1)c1ccc([N+](=O)[O-])cc1 (stereo not drawn)	-2	-0.3	-1.2	-10	-0.8	11	0	-1	-1	-3
CC(OC(=O)/C=C/c1ccco1)C(=O)NC1CCCCC1C (stereo not drawn)	-1	1.4	0.2	-20	-0.4	-8	2	-2	-3	-2
CCCSc1ccc([C@H]2N[C@@](Cc3ccccc3)(C(=O)OC)[C@H]3C(=O)N(CC)C(=O)[C@@H]23)cc1	-2	0.0	0.0	3	-0.3	-5	-1	-8	-2	-4
COc1cnc(-c2ccccc2)c(-c2ccccc2)n1	-1	2.0	1.5	-3	-0.9	-3	1	-4	0	0
Cc1ccc(S(=O)(=O)NCC(=O)N2CCC(C)CC2)cc1	-2	-0.6	-1.0	3	0.2	-8	-4	-1	-2	2
Cc1ccc(NC(=O)c2cnc(SCC(=O)NCC3CCCO3)n(C)c2=O)cc1C (stereo not drawn)	0	0.7	-0.4	-11	-0.6	-14	3	-8	-2	5
CCCc1cc(=O)n2[nH]c(NCc3ccc(Cl)cc3Cl)nc2n1	0	0.6	-0.4	3	-0.2	5	0	1	-3	-6
Cc1ccccc1OCC(=O)Nc1ccc(C(N)=O)cc1	-4	-0.6	-0.9	3	-0.6	3	2	-1	-7	9
CCCC1CCC(C(=O)Nn2cnc3ccccc3c2=O)CC1 (stereo not drawn)	2	-1.8	-0.1	9	-0.5	0	1	6	-3	-2
CC(=O)Nc1cc(-c2ccc(Cl)cc2)[nH]n1	-2	0.0	0.7	-3	0.2	2	-2	-2	-1	4
CCNC(=O)C1CCCN(C(=O)c2ccc(OC)cc2)CC1 (stereo not drawn)	-1	-0.5	-0.5	3	0.3	-4	1	0	/	3
Cc1cc2nc3n(c2cc1C)CC1CC(C(=O)NCC2CC2)N(C)C31 (stereo not drawn)	-2	2.3	-1.5	5	-0.1	8	1	-3	-8	-15
Cc1nc(N2CCN(S(=O)(=O)c3ccccc3C#N)CC2)c2c(-c3cccs3)csc2n1	4	0.1	2.4	-7	-0.2	-6	-6	-4	6	0
Cc1nnc(NC(=O)c2ccc3ccccc3c2)s1	-1	-0.7	0.7	-10	-0.2	9	3	-4	-4	-9
